Bioassay records as filed in PubChem.
TSHR antag: Antagonists of the Thyroid Stimulating Hormone Receptor: HTS campaign. TSHR-expressing cells, TSH-stimulated cAMP HTRF, 2 h; stronger effect = lower value. AID 504810, 2011. actives 0.2% (n = 330,000). activity change, negative = inhibition, % at 11.5 µM. Thyrotropin receptor (Homo sapiens), P16473;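 active = activity change below a set negative limit, meaning inhibition stronger than a set level, cut at about -70% in these data; inconclusive = activity change between two set negative limits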; note: % is set by controls: 0 for no effect and ±100 for the full control effect
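Read-out is FRET at 665 nm (cryptate excitation 337 nm) from a cryptate-tagged anti-cAMP antibody, competed by cell cAMP against cAMP-d2. Compounds are tested on freshly harvested TSHR cells challenged with 4nM TSH (EC80) for 2 hours at 37 deg C.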
BCR signal inh: qHTS Assay to Find Inhibitors of Chronic Active B-Cell Receptor Signaling; ABC-DLBCL IkBa-CBG/CBR reporter, luminescence ratio, 4 h; Potency, µM (top dose mostly 46.1 µM), inactives show top-dose ratio change, negative = lower green/red ratio, hits mostly inhibitors; actives 0.05% (n = 340,000); AID 493014, 2011; active = well fitted inhibition curve with a large enough effect in the signal ratio, with a control signal flat, not every such curve was filed as active; inconclusive = small, poorly fitted or top-dose-only effect, or effect the other way, or a change in a side signal; the % refers to the signal ratio;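 note: potency is the fitted concentration of half-maximal effect; plate controls were basal doxycycline-induced cells for no effect and cells given 10 µM MG132 for full effect; MG132 reads +100%, hits lower the ratio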
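Cell line TMD8 (human ABC DLBCL), stably expressing tet-inducible CBG68-IkBa fusion and CBR; IMDM/0.5% FBS; cpd up to 46 uM; dox induction, 4 h, 37C/5% CO2; dual luminescence; green/red ratio; MG132 control.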
TCR act: Activators of T cell receptors: qHTS campaign | primary human leukocytes, anti-CD3, IL-2 HTRF, 48 h | 330,000 tested, under 10 active | AID 504894, 2011 | Potency, µM (titrated, usually from 9.22 µM), inactives show at the highest dose activation of IL-2 secretion, usual class: activators; note: % of control where 0% means no effect
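Readout: HTRF IL-2, Eu-cryptate/d2 antibody pair, 320nm excitation, 665nm emission. Stimulus: a-CD3 beads, no co-stimulation. Cells: primary human leukocytes. Exposure: 48 hr with compound.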
KCNH2 WT inh: qHTS for Inhibitors of KCHN2 3.1: Wildtype qHTS; AID 720551, 2013; U2OS, BacMam KCNH2, thallium flux FluxOr; stronger effect = lower value; Voltage-gated inwardly rectifying potassium channel KCNH2 (Homo sapiens), Q12809; activity change, % at 1.84 µM; actives 0.37% (n = 340,000);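 active = maximum activity change below -70%; inconclusive = maximum activity change between -70% and -50%; inactive = maximum activity change above -50%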; note: % is set by controls: 0 for no effect and ±100 for the full control effect
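U2OS cells were transduced with wild-type KCNH2 virus (2.03 x 10^8 / mL) for 4 h at room temperature, then cultured overnight at 37 C. Thallium flux was read with FluxOr dye. Rate constants were normalized to DMSO controls.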
GALK inhibitor: qHTS Assay for Inhibitors of Human Galactokinase (GALK) | Potency, µM (series often up to 57.5 µM), for the others: top-dose activity change, negative = inhibition, most hits filed as inhibitors | actives 0.007% (n = 270,000) | Purified GALK, Kinase-Glo residual ATP luminescence | P51570; note: potency is the fitted concentration of half-maximal effect; % is set by controls: 0 for no effect and ±100 for the full control effect
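ATP-depletion format; final 35 uM ATP, 100 uM D-galactose, 5 nM enzyme; pH 8.0 HEPES/Mg2+ buffer; 60 min RT; luminescence read 10 min after detection reagent.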
AT treatment: qHTS Assay for Identifying a Potential Treatment of Ataxia-Telangiectasia | […] A-T fibroblasts, KAP-1 phosphorylation AlphaLISA; neocarzinostatin DNA damage 30 min before lysis | Potency, µM (top dose mostly 57.5 µM), for the others: at the top dose activation, actives largely listed as activators | actives 0.19% (n = 320,000) | AID 485349, 2010; note: potency is the fitted concentration of half-maximal effect; % of control where 0% means no effect; nearly all actives have a fitted effect of over 45% in size
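ATM-like activity read as KAP-1 phosphorylation via AlphaLISA donor/acceptor antibody pairs after lysis and 6 hr at 25C. Cells were ATM-null patient fibroblasts ([…], hTERT), dosed 60 min, then exposed to the DSB inducer NCS for 30 min.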
Giardia killer: Small Molecules that selectively kill Giardia lamblia: qHTS | actives 0.15% (n = 340,000) | Giardia lamblia trophozoite viability | AID 540267, 2011 | activity change, % at 7.66 µM, hits read low; in the data active = activity change below about -80%; inconclusive = between about -30% and that limit;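 note: parasites exposed to compound for two days anaerobically before the ATP read; % is set by controls: 0 for no effect and ±100 for the full control effect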
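Giardia lamblia trophozoites (100 cells/well) were incubated with compounds for 48 h at 37 deg C under anaerobic conditions. Viability was read as ATP content by one-step luminescence after 15-30 min at room temperature.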
MLL CXXC-DNA inh: qHTS Fluorescence Polarization Assay for Inhibitors of MLL CXXC domain - DNA interaction. Histone-lysine N-methyltransferase 2A (Homo sapiens), Q03164. MLL-CXXC / FITC-HOXA9 DNA fluorescence polarization. Potency, µM (titrated, usually from 115 µM), for the others: at the highest dose activity change, negative = inhibition, usual class: inhibitors. actives 0.037% (n = 290,000). AID 2662, 2010; active = well fitted inhibition curve with a large enough effect in the polarisation, with a control signal flat, not every such curve was filed as active; inconclusive = small, poorly fitted or top-dose-only effect, or effect the other way, or a change in a side signal; inactive = no such curve, though single readings can be large or run the other way; the % refers to the polarisation; note: potency is the fitted concentration of half-maximal effect
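Purified MLL-CXXC (added from a 7 uM solution) was preincubated 5 min at ambient with pinned compounds in 50 mM Tris-HCl pH 7.5, 50 mM NaCl, 1 mM DTT, 0.05% BSA. Fluorescein-labeled HOX-A9 DNA (50 nM solution) followed, 30 min, then polarization read.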
Coupling enz: qHTS Assay for Inhibitors of Fructose-1,6-bisphosphate Aldolase from Giardia Lamblia: Coupling assay counterscreen. coupling enzyme system counterscreen, AmpLite Red fluorescence. activity change, negative = inhibition, % at 58.2 µM, hits read low. actives 0.67% (n = 290,000). AID 2472, 2010; in the data active = activity change below about -30%; note: % is set by controls: 0 for no effect and ±100 for the full control effect
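First, compound is pin-transferred into glyceraldehyde-3-phosphate coupling-enzyme reagent at 57.5 uM final and held 10 min at RT. Next, substrate, coupling system and AmpLite Red are added. After 20 min RT, fluorescence (525/598 nm) is read.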
Tb PFK block: qHTS Assay to Find Inhibitors of T. brucei phosphofructokinase | T. brucei PFK, ADP-Glo luminescence | AID 485367, 2010 | ATP-dependent 6-phosphofructokinase (Trypanosoma brucei brucei), O15648 | actives 0.17% (n = 330,000) | Potency, µM (titrated, usually from 57.5 µM), without a hit: top-dose activity, negative = inhibition, hits mostly inhibitors;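 note: potency is the fitted concentration of half-maximal effect; 0% = uninhibited 1x PFK enzyme wells and -100% = no-enzyme wells; nearly all actives have a fitted effect of over 60% in size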
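1.25 nM PFK with 0.5 mM F6P and 0.1 mM ATP in 0.1 M TEA pH 8.0, 5 mM MgCl2, incubated 45 min at room temperature; ADP measured by ADP-Glo luminescence; compounds titrated up to 57 uM.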
Starred values were filed as active, the others as inactive; ? = inconclusive; . = no result given; & = joins results of further samples; [ ] = remark or other dose. Unless noted, calls come from the whole dose curve; as a rule, active = well fitted curve in the direction sought with a large enough effect; inconclusive = small, poorly fitted or top-dose-only effect, or another doubt; inactive = no such curve, though single readings can be large; an effect the other way counts as inactive or inconclusive.

SMILES	TSHR antag	BCR signal inh	TCR act	KCNH2 WT inh	GALK inhibitor	AT treatment	Giardia killer	MLL CXXC-DNA inh	Coupling enz	Tb PFK block
O=S(=O)(Nc1ccc(Cl)cn1)c1cccc(S(=O)(=O)c2ccccc2)c1	10.1	-0.3%	3.1%	-13.3	-1.1%	-0.6%	-3.1	-2.1%	6.8	-1.8%
Cc1ncc(CC(=O)n2cc(C(=O)c3cc(F)ccc3O)cn2)s1	1.4	7.8%	-7.8%	-0.2	-0.1%	-1.9%	3.6	-3.2%	7.2	3.6%
O=C(CSc1nc(C2CCCCC2)n(-c2ccccc2)n1)NCCN1C(=O)CSC1=O	3.1	?	1.0%	4.9	-0.2%	-4.9%	-11.4	-8.8%	8.6	0.0%
CCOc1cc(C(=O)NCCCn2ccnc2)cc(OCC)c1OCC	3.0	1.5%	0.9%[46.1 µM]	6.0	0.9%	1.9%	-3.4	8.1%	5.1	2.0%
COC(=O)[C@@H]1C[C@@H]2CC[C@@H](O)C[C@@H]2N1Cc1ccc(OC)cc1	-0.9	-8.1%	3.4%	-3.4	-1.6%	-9.7%	18.5	4.0%	-0.5&-1.1	0.6%
CCc1ccc2[nH]c(=O)c(C(c3nnnn3Cc3ccc(OC)cc3)N3CCOCC3)cc2c1 (configuration not stated)	-5.2	1.2%	15.3%	7.3	7.5%	7.5%	-4.1	-14.3%	0.8	-1.3%
CC12C(=O)N(c3ccccc3C(=O)O)C(=O)C1C1C=CC2C1 (configuration not stated)	4.3	0.0%	2.1%	-0.5	0.9%	-2.7%	-22.8	0.9%	4.7	12.1%
COC(=O)C1=C(C)NC(C)=C(C(=O)OC)C1C(=O)OC1CCCCC1=O (configuration not stated)	3.8	-11.9%	-3.0%&0.1%	5.4&-13.3	2.4%	8.6%	-12.5&6.2	5.2%	0.3	0.0%
Cc1ccc(NS(=O)(=O)c2cccc(C(=O)N3CCN(C(=O)c4ccco4)CC3)c2)cc1	-6.4	-7.8%	-8.6%	2.5	.	4.9%	-3.8	.	.	9.0%
CC(C)N1C(=O)C2C(C(=O)NCc3ccccc3)C3C=CC2(O3)C1C(=O)NC(C)(C)C (configuration not stated)	-2.8	-0.7%	-28.5%	-7.7	2.4%	6.7%	3.3	3.0%	3.1	6.3%
CCN(CC)C(=O)COc1ccc(/C(C)=N/NC(=O)c2ccccc2-n2cccc2)cc1	4.9	-11.7%	-3.2%	-1.5	-2.2%	-1.8%	6.0	13.6%	.	3.0%
Cc1cccc(N(C)S(=O)(=O)c2ccc3c(c2)C(C)(C)C(=O)N3C)c1	3.2	15.9%	16.3%	3.8	.	3.8%	-16.2	.	-5.4	-6.6%
Cc1ccc(C(=O)OCC(=O)N(C)C2CCS(=O)(=O)C2)cc1[N+](=O)[O-] (configuration not stated)	-3.5	0.3%	-5.5%	1.4	-2.1%	-0.6%	8.7	8.2%	1.9	-0.2%
C=CCn1c(SCC(=O)NC2CC2)nc2ccccc2c1=O	3.1	2.8%	0.7%	-13.8	.	-4.5%	10.9	.	.	0.9%
COc1ccc(C(=O)NCCN2CCOCC2)cc1[N+](=O)[O-]	-4.7	-1.3%	.	3.7	6.0%	-4.3%	13.9	7.9%	-1.1	-3.9%
O=C(OCC(=O)N1CCN(C(=O)c2ccco2)CC1)c1sc2ccccc2c1Cl	10.3	-2.2%	-7.0%	3.0	3.9%	-1.0%	-3.0	-1.0%	0.6	-4.8%
Cc1cc(N2CCC(C)CC2)c(F)cc1[N+](=O)[O-]	-1.1	2.7%	.	-12.4	0.2%	-3.4%	-2.6	-5.2%	3.4	1.4%
COCCNC(=O)Cn1nc(C(F)(F)F)cc1C	2.4	1.2%	-0.1%	-8.0	0.4%	2.1%	4.3	1.8%	1.5	0.6%
COC(=O)c1sc(NC(=O)COc2ccc(C)cc2)nc1C	-13.3	?	-5.4%	-11.2	-0.2%	.	-18.8	-0.3%	2.4	3.6%
CCOc1ccccc1NC(=O)CCN1CCN(S(=O)(=O)c2ccc(Br)cc2)CC1	-1.9	6.9%	0.1%	0.0	1.0%	-1.0%	0.3	17.9%	1.2	-7.1%
Cn1c2ccccc2c2cc(C(=O)NNC(=O)CCl)sc21	-11.5	?	1.0%	6.5	-1.5%	-1.2%	3.2	15.4%	-0.5	20.4%
O=C(NC1CCCCC1)C1CCCN1C(=O)Nc1ccccc1 (configuration not stated)	-10.7	-2.4%	4.5%	-11.1	0.3%	-4.4%	-5.5	-1.4%	1.6	0.6%
CCOC(=O)c1nn(-c2ccccc2)c(=O)cc1OCC(=O)Nc1cc(C)ccc1C	-12.6	-4.6%	2.5%	1.4	.	1.0%	12.3	.	.	-2.3%
Cc1ccc(NS(=O)(=O)c2ccc(C(=O)NCc3cccnc3)cc2)cc1	4.7	?	1.5%	-4.9	-4.8%	9.9%	-16.6	7.9%	.	-0.7%
O=C(COC(=O)c1cnccn1)c1ccc(Cl)c([N+](=O)[O-])c1	-3.2	?	-9.6%	-2.5	2.9%	-12.2%	8.9	-1.8%	-0.5	-5.4%
CCCNC(=O)CSc1nnc(-c2ccc(F)cc2)o1	-1.8	?	5.4%	5.4	6.9%	4.0%	-10.9	6.1%	0.2	1.0%
Cn1c2ccccc2n2c(=O)c(=O)n(CC(=O)N3CCCc4ccccc43)nc12	-2.9	2.1%	.	.	0.0%	12.7%	.	-23.8%	0.5	-3.3%
CCNC(=O)NC(=O)C(C)SCc1ccccc1C (configuration not stated)	-7.5	-3.6%	.	1.7	19.4%	1.5%	0.8	-1.6%	0.9	0.8%
CC(=O)Nc1ccc(OCC(O)CN2C(C)CCCC2C)cc1 (configuration not stated)	-4.4	0.0%	10.3%[46.1 µM]	-8.7	-1.0%	7.7%	4.5	-1.9%	-1.0	-0.6%
CC(=O)c1c(N2CCN(CCO)CC2)nc(=S)n(-c2ccccc2)c1C	-1.0	-0.2%	-29.2%	6.2	9.6%	-6.5%	-1.0	-4.3%	1.9	10.2%
Cc1csc(NC(=O)CSc2nnc(-c3cc(C)on3)o2)n1	-9.1	?	-7.8%[46.1 µM]	0.1	-0.2%	7.7%	31.7[activator]	-0.5%	2.5	-1.4%
COCc1nnc(NC(=O)c2ccccc2[N+](=O)[O-])s1	-3.2	?	-6.1%[46.1 µM]	-7.2	1.3%	-1.0%	2.7	0.0%	0.9	4.0%
CC(C)(C)NC(=O)CN(C(=O)Cn1nnc(-c2ccc(Cl)cc2)n1)C1CCN(Cc2ccccc2)CC1	-0.9	2.2%	-0.5%[46.1 µM]	17.4	-0.4%	-4.7%	4.9	0.0%	0.5	-4.6%
CS(=O)(=O)c1cccc(C(=O)Nc2cccc(S(=O)(=O)N3CCCC3)c2)c1	-3.3	-4.0%	5.9%	0.2	.	2.9%	-1.4	.	.	-2.5%
CCN1CCN(Cc2c3ccccc3cc3ccccc23)CC1	-2.3	-0.5%	.	10.6	6.4%	-1.1%	5.0	15.5%	1.6	3.5%
O=C(COC(=O)c1ccccc1-n1cnnn1)c1ccc(Br)cc1	1.1	-4.8%	-4.0%	4.9	.	6.7%	-14.3	.	.	-3.0%
Cc1cccc(C)c1NC(=O)CSc1nnnn1C	4.0	?	.	-3.7	-3.6%	1.1%	28.0	3.1%	-0.1	7.2%
Cn1c(=O)c2c(nc(NCc3ccccc3)n2C)n(C)c1=O	-7.4	6.1%	-0.4%	-4.0	2.5%	0.5%	4.7	7.6%	2.0	-0.4%
Cc1ccc(C(=O)N(Cc2nc(-c3ccc(C)cc3)no2)C(C)C)cc1	3.8	?	5.1%	-0.8	2.0%	5.1%	2.4	-2.5%	-0.3	-0.6%
Cc1cc(C)n(-c2ccc(Cl)c(C(=O)OCC(N)=O)n2)n1	12.6	?	-4.4%	-1.9	1.1%	-0.7%	2.8	12.6%	7.8	0.5%
